# Bioassay records (PubChem BioAssay)
# Pin1 inhibitor = human Pin1 inhibition; Q13526; Pin1 FP peptide displacement, HiFluor488, 10 min; Potency, µM (titrated, usually from 115 µM), inactives show at the top dose activity, negative = inhibition, most hits filed as inhibitors; 390,000 compounds, 0.009% hits; AID 504891; active = well fitted inhibition curve with a large enough effect in the polarisation, with a control signal flat, not every such curve was filed as active; inconclusive = small, poorly fitted or top-dose-only effect, or effect the other way, or a change in a side signal; inactive = no such curve, though single readings can be large or run the other way; the % refers to the polarisation; note: potency is the fitted concentration of half-maximal effect; % is set by controls: 0 for no effect and ±100 for the full control effect
# PI4K2A block = blocks human PI4K2A kinase activity; purified PI4K2A, ADP-Glo luminescence, 1 h; stronger effect = lower value; activity change, negative = inhibition, % at 76.9 µM; 420,000 compounds, 0.13% hits; in the data active = activity change below about -50%; inconclusive = mostly about -30% to -49%;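 note: -100% = wells without enzyme as full effect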
#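 ADP-Glo luminescence measured ADP generated by PI4K2A enzyme (4 ug/mL before mixing) with 1.2 mM PI substrate (pre-mix) and 300 microM ATP (pre-mix). Tris pH7.5 buffer with MgCl2, Triton X-100; 1 h reaction at ambient temperature.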
# BAZ2B block = blocks human BAZ2B | Q9UIF8 | AlphaScreen BAZ2B-H3K14Ac peptide displacement | Potency, µM (highest dose often 114 µM), for inactives: at the highest dose activity change, negative = inhibition, hits mostly inhibitors | 360,000 compounds, 4.4% hits | AID 504333; note: potency is the fitted concentration of half-maximal effect; % is set by controls: 0 for no effect and ±100 for the full control effect; nearly all actives have a fitted effect of over 60% in size
#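 AlphaScreen luminescence quantifies BAZ2B engagement of H3K14Ac peptide; the protein and biotinylated peptide are both at 50 nM final, buffer PBS pH 7.4 with 0.01% Tween-20, all steps at room temperature.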
# G9a block = G9a (human) methyltransferase inhibition | Potency, µM (top dose mostly 102 µM), for inactives: at the top dose activity, negative = inhibition, hits mostly inhibitors | Q96KQ7 | 350,000 compounds, 8.8% hits | G9a H3K9 monomethylation, AlphaScreen, 2 h; note: potency is the fitted concentration of half-maximal effect; % is set by controls: 0 for no effect and ±100 for the full control effect; nearly all actives have a fitted effect of over 75% in size
# Target sequence (Q96KQ7 913-1193 limits assumed): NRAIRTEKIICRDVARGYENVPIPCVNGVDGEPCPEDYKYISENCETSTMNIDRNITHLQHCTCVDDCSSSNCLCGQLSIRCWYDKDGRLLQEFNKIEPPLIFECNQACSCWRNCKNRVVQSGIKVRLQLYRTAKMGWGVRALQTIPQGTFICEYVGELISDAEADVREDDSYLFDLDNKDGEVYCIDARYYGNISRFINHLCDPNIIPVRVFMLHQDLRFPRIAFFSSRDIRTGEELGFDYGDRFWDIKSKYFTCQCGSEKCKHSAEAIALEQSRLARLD
#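 Enzyme 20 nM + cpd, 15 min RT; add b-H3K9 pep 500 nM / SAM 20 uM; 2 h RT; anti-H3K9me1 Ab 0.5 ug/mL + SA donor / anti-rabbit acceptor beads 20 ug/mL each, 10 min; AlphaScreen read.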
# JMJD2A Tudor inh = inhibitors of human JMJD2A Tudor domain; O75164; AlphaScreen JMJD2A-Tudor / H3K4me3 peptide binding; Potency, µM (top dose mostly 114 µM), without a hit: top-dose activity change, negative = inhibition, most hits filed as inhibitors; 390,000 compounds, 4.4% hits; AID 504339; note: potency is the fitted concentration of half-maximal effect; % is set by controls: 0 for no effect and ±100 for the full control effect; nearly all actives have a fitted effect of over 50% in size
# Tb PGK inh = T. brucei PGK inhibition; P07378; PGK/GAPDH coupled, Kinase-Glo luminescence, 60 min; Potency, µM (titrated, usually from 57.5 µM), for inactives: at the highest dose activity change, negative = inhibition, usual class: inhibitors; 380,000 compounds, 0.043% hits; note: potency is the fitted concentration of half-maximal effect; % is set by controls: 0 for no effect and ±100 for the full control effect; nearly all actives have a fitted effect of over 60% in size
#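 Luminescent ATP detection (Kinase-Glo Plus) follows a 60-minute room-temperature incubation, with wells lacking PGK as controls. Buffer: 100 mM TEA (pH 7.6), 5 mM MgCl2, 0.01% Tween-20. Coupling enzyme GAPDH (100 nM final) supplies unstable 1,3-BPG in-well.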
# HP1b chromo inh = HP1-beta chromodomain-methylated histone interaction inhibition | AlphaScreen HP1-beta / biotin-H3K9me3 peptide binding | Potency, µM (titrated, usually from 114 µM), inactives show at the highest dose activity change, negative = inhibition, usual class: inhibitors | 390,000 compounds, 0.56% hits; note: potency is the fitted concentration of half-maximal effect; nearly all actives have a fitted effect of over 70% in size; inactives centre near 23
#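 HP1-beta protein (50 nM final) preincubated 30 min at room temperature with biotinylated H3(1-18)K9me3 peptide (50 nM) in PBS pH 7.4, 0.01% Tween-20, then compound added for 30 min. AlphaScreen streptavidin donor/nickel chelate acceptor beads (10 ug/mL final), 30 min dark, luminescence read.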
# GLS inh = inhibitors of human glutaminase (GLS). O94925. Potency, µM (top dose mostly 45.5 µM), without a hit: at the top dose activity change, negative = inhibition, usual class: inhibitors. GLS enzymatic activity, qHTS titration. 410,000 compounds, 0.21% hits; note: potency is the fitted concentration of half-maximal effect; % is set by controls: 0 for no effect and ±100 for the full control effect
# Target sequence (O94925 whole entry, looked up): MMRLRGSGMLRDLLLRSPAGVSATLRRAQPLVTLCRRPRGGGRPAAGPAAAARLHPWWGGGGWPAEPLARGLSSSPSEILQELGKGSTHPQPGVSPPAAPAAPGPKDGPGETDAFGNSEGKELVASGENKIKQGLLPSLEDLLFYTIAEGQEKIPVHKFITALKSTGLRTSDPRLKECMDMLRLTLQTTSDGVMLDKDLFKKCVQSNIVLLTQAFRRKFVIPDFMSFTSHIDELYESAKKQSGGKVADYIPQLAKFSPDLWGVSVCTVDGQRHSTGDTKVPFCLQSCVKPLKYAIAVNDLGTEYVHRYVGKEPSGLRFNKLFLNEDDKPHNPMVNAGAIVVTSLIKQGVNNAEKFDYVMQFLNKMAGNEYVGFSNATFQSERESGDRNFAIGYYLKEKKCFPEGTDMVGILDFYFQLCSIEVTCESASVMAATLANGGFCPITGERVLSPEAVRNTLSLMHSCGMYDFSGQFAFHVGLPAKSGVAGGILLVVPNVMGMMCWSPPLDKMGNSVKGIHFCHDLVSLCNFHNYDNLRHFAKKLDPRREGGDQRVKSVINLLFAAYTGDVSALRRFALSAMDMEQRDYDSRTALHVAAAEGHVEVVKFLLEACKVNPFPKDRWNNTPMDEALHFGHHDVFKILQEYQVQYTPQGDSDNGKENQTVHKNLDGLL
#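 Enzyme dispensed in phosphate buffer (45 mM, pH 8.2, 0.02% Tween-20), compounds pinned in, then 1 mM L-glutamine solution and the glutamate oxidase–HRP–Amplex Red mix added; fluorescence read immediately and again after 30 min at room temperature.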
# ERG-DNA inh = inhibitors of human ERG Ets domain-DNA interaction | fluorescence polarization, His-ERG Ets domain / labelled DNA | 370,000 compounds, 0.028% hits | Potency, µM (titrated, usually from 76.9 µM), without a hit: at the top dose FP activity, negative = inhibition, hits mostly inhibitors | P11308; active = well fitted inhibition curve with a large enough effect in the polarisation, with a control signal flat; inconclusive = small, poorly fitted or top-dose-only effect, or effect the other way, or a change in a side signal; inactive = no such curve, though single readings can be large or run the other way; the % refers to the polarisation;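 note: polarization taken with two DNA probes labelled with fluorescein and Texas red; potency is the fitted concentration of half-maximal effect; % of control where 0% means no effect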
#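 His-tagged ERG Ets domain (1 uM in the protein solution; 300mM KCl, 50mM Tris-HCl, 1mM EDTA, 1mM DTT, pH 7.5) received compound, then a probe mix of 5 nM fluorescein-DNA and 100nM Texas-615-DNA. Fluorescence polarization was read for both dyes.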
# * hit, by the source's call; i = inactive; ? = inconclusive; nt = not tested or not shown; [ ] = dose if it differs, or a comment. Unless noted, calls come from the whole dose curve; as a rule, active = well fitted curve in the direction sought with a large enough effect; inconclusive = small, poorly fitted or top-dose-only effect, or another doubt; inactive = no such curve, though single readings can be large; an effect the other way counts as inactive or inconclusive.
SMILES,Pin1 inhibitor,PI4K2A block,BAZ2B block,G9a block,JMJD2A Tudor inh,Tb PGK inh,HP1b chromo inh,GLS inh,ERG-DNA inh
COc1cccc(CNC(=O)c2cc3n(n2)CCCN(Cc2ccc(C)cc2)C3=O)c1OC,0%,-3,-6%,10%[12.7 µM],-1%,6%,24%,2%,-4%
O=C(NCc1ccccn1)Nc1ccccc1,31%[activator],-10,-12%,0%,-3%,6%,30%,-3%,9%
CC(C)(C)c1csc(NC(=O)c2cccs2)n1,-5%,-2,-4%,?,3%,-8%,4%,-4%,-16%
Cc1ccc(C)n1-c1ccc(C(=O)NCc2ccncc2)cc1,-5%,-6,nt,-34%,?,-1%,44%[activator],-16%,5%
CCOC(=O)c1c(C=O)c2sc(C)cc2n1C,2%,-4,1%,7%,-6%,-1%,59%[activator],-3%,6%
Cc1ccc(C)c(NC(=O)c2ccccc2NC(=O)C2CCCO2)c1 (stereo unspecified),-7%,-2,-2%,9%,-17%,i,34%,1%,9%
CN(Cc1cccc(F)c1)C(=O)c1cc(=O)[nH]c2ccccc12,-4%,-1,-13%,?,-7%,-2%,8%,18%,-2%
CCOc1ccccc1CN1CCNC(=O)C1CC(=O)N(C)CCc1cnn(C)c1 (stereo unspecified),-3%,-3,-14%,12%,-1%,-6%,40%[activator],-3%,-5%
O=C(COC(=O)c1ccc(Cl)s1)c1ccc[nH]1,-2%,-2,-4%,?,-10%,i,39%[activator],-4%,17%
C=C(C)CNC(=S)N/N=C(\C)c1ccc(OC)cc1,6%,-5,?,-7%[59 µM],-24%,-9%,-13%,5%,13%
Cc1ccccc1C(=O)Nc1nc2c(s1)CC(C(C)(C)C)CC2 (stereo unspecified),-1%,-1,7%,26%[59 µM],-33%,-1%,73%[activator],1%,4%
COc1ccccc1OCCNC(=O)C1CCCCC1,-3%,-3,-4%,19%[59 µM],-18%,-5%,20%,7%,-4%
CSc1nc(N)nc(N(C)C)n1,4%,6,0%,0%,-2%,1%,44%[activator],0%,-3%
Nc1ccc(-c2cn3cccnc3n2)cc1,11%,-6,-28%,-36%,-20%,i,6%,8%,-2%
COc1ccc2nc(SCC(=O)NCc3ccc(F)cc3)[nH]c2c1,-4%,-1,-13%,-6%,-14%,-3%,18%,-3%,32%[activator]
CC1(C(=O)N2CCN(c3ccccc3)CC2)CC1(Cl)Cl (stereo unspecified),1%,-1,-21%,-37%,-18%,-1%,29%,9%,-1%
Cc1cc(/C=N/NC(=O)C(=O)N2CCCC2)c(C)n1-c1cccc(Br)c1,?,4,-10%,?,?,1%,-3%,-5%,-1%
COc1ccc(-c2cc(C(=O)Oc3cccc(C)c3)c3cc(C)ccc3n2)cc1,12%,-3,97%[activator],146%[activator][59 µM],74%[activator],1%,135%[activator],-9%,-4%
CN(CC(=O)NCc1ccc2c(c1)OCO2)S(=O)(=O)c1ccc(F)cc1,-5%,-3,-3%,10%,-4%,i,20%,-1%,-7%
O=S(=O)(Nc1ccc2c(c1)nc1n2CCN(Cc2ccccc2)C1)c1ccccc1,28%,5,20%,?,-33%,4%,12%,-2%,1%
COC(=O)c1cn(-c2ccc(Cl)cc2)c(=O)c2ccccc12,-5%,1,-1%,-16%[59 µM],4%,15%,41%,2%,-1%
O=c1cc(NC2CCCCCC2)[nH]c(=O)[nH]1,-5%,-5,-2%,7%[12.7 µM],4%,-2%,34%,8%,0%
O=C(Nc1c(C(=O)Nc2ccc(F)cc2)oc2ccccc12)c1cc2ccccc2o1,2%,9,0%,7%[59 µM],-6%,2%,41%[activator],5%,1%
O=C(CSc1nnc2ccc(-c3ccccn3)nn12)Nc1ccccc1,-9%,-1,9%,32%[59 µM],-7%,-5%,12%,2%,13%
CCN1C(=O)c2ccccc2Sc2ccc(NC(=O)Nc3cccc([N+](=O)[O-])c3C)cc21,-2%,1,1%,0%[59 µM],-21%,i,13%[57 µM],6%,4%
Cc1ccc(CCCOC(=O)C[N+]2(C)CCCCC2)cc1,-1%,1,-29%,nt,-12%,0%,26%,-4%,10%
CCOC(=O)C[C@H]1c2ccc(C(F)(F)F)cc2S(=O)(=O)N1C(C)C,2%,-4,nt,nt,-15%,-3%,34%,2%,3%
Cc1ccc(S(=O)(=O)Nc2c(C)nn(C)c2C)cc1C,-1%,-1,-1%,16%[59 µM],-4%,-8%,19%,-3%,-4%
CCc1cc2c(=O)nc3n(c2s1)Cc1ccccc1/C3=C(/O)c1cccc([N+](=O)[O-])c1,-1%,-5,-12%,?,-26%,-13%,7%,-4%,5%
O=S(=O)(NCc1ccco1)c1cnc(Cl)c(Cl)c1,1%,8,2%,27%,-20%,-15%,35%,3%,-4%
Cc1ccc(C(=O)n2cnnc2N)cc1C,9%,31,-6%,?,-1%,0%,43%[activator],nt,0%
CCCNC(=S)N1CCN(C)CC1,-4%,-2,40µM*,10µM*,8.9µM*,-8%,?,3%,1%
O=C(Nc1cccc(-c2nc3cccnc3s2)c1)c1ccc(Cl)nc1,19%,-20,2%,8%,-8%,4%,32%,-9%,-7%
CC(=O)N1c2ccc(S(=O)(=O)NCC3CCC(C(=O)Nc4cccc(C)n4)CC3)cc2CC1C (stereo unspecified),-4%,1,-39%,15%,-29%,5%,-15%,-1%,-3%
Cc1ccccc1NC(=O)NNC(=O)COc1ccc2ccccc2c1,13%,1,-36%,17%,-27%,-7%,33%,-7%,4%
CCOCCCNC(=O)C1CCC(CNS(=O)(=O)c2ccc(F)cc2)CC1 (stereo unspecified),0%,3,-6%,9%[59 µM],-5%,-6%,21%,4%,-9%
COc1ccc(C)cc1NC(=O)NC1CCCCCCC1,8%,2,-12%,6%,-3%,1%,24%,0%,0%
CCN(CC)CCNC(=O)C12CC3CC(CC(C3)C1)C2,0%,11,1%,?,-13%,-4%,17%,7%,-2%
N#CC(CO)(Cc1ccc(OC(F)F)cc1)c1nc2ccccc2[nH]1 (stereo unspecified),-10%,-5,8%,6%[59 µM],-19%,10%,23%,0%,15%
COc1cc(OC)cc(-c2nc3nc(C)c(CCC(=O)Nc4cc(F)ccc4F)c(C)n3n2)c1,4%,0,8%,-1%[59 µM],-3%,-10%,49%[activator],-7%,2%
CNC(=O)C(=O)NCCN1CCN(C(=O)c2ccc([N+](=O)[O-])cc2)CC1,2%,-1,-4%,nt,7%,-7%,45%[activator],-13%,?
C[C@@H](C(=O)Nc1nccs1)N1C(=O)C2CC=CCC2C1=O (stereo partly specified),1%,-7,nt,nt,2%,7%,18%[57 µM],1%,3%
CC(=O)N(C)c1ccc(NC(=O)COc2ccc(Br)cc2C)cc1,0%,1,-1%,7%[59 µM],-20%[57.1 µM],15%,29%,0%,-7%
CCC(CO)Oc1cc(NC(=O)c2ccccc2[N+](=O)[O-])c2ncn(C(C)C)c2c1 (stereo unspecified),-1%,-7,nt,nt,-23%,4%,38%[activator],-4%,1%

# Ordered by formula weight (rising): 11 of the compounds above.
SMILES,Pin1 inhibitor,PI4K2A block,BAZ2B block,G9a block,JMJD2A Tudor inh,Tb PGK inh,HP1b chromo inh,GLS inh,ERG-DNA inh
CCOC(=O)c1c(C=O)c2sc(C)cc2n1C,2%,-4,1%,7%,-6%,-1%,59%[activator],-3%,6%
CC(C)(C)c1csc(NC(=O)c2cccs2)n1,-5%,-2,-4%,?,3%,-8%,4%,-4%,-16%
O=C(COC(=O)c1ccc(Cl)s1)c1ccc[nH]1,-2%,-2,-4%,?,-10%,i,39%[activator],-4%,17%
COc1ccccc1OCCNC(=O)C1CCCCC1,-3%,-3,-4%,19%[59 µM],-18%,-5%,20%,7%,-4%
Cc1ccc(C)n1-c1ccc(C(=O)NCc2ccncc2)cc1,-5%,-6,nt,-34%,?,-1%,44%[activator],-16%,5%
Cc1ccc(C)c(NC(=O)c2ccccc2NC(=O)C2CCCO2)c1 (stereo unspecified),-7%,-2,-2%,9%,-17%,i,34%,1%,9%
CNC(=O)C(=O)NCCN1CCN(C(=O)c2ccc([N+](=O)[O-])cc2)CC1,2%,-1,-4%,nt,7%,-7%,45%[activator],-13%,?
CCOC(=O)C[C@H]1c2ccc(C(F)(F)F)cc2S(=O)(=O)N1C(C)C,2%,-4,nt,nt,-15%,-3%,34%,2%,3%
O=C(Nc1cccc(-c2nc3cccnc3s2)c1)c1ccc(Cl)nc1,19%,-20,2%,8%,-8%,4%,32%,-9%,-7%
O=C(Nc1c(C(=O)Nc2ccc(F)cc2)oc2ccccc12)c1cc2ccccc2o1,2%,9,0%,7%[59 µM],-6%,2%,41%[activator],5%,1%
COc1cccc(CNC(=O)c2cc3n(n2)CCCN(Cc2ccc(C)cc2)C3=O)c1OC,0%,-3,-6%,10%[12.7 µM],-1%,6%,24%,2%,-4%
